ABCG2 block – inhibitors of human ABCG2 transporter, ABCB1 counter-screen; hit rate 0.1% among 190,000; Q9UNQ0; IgMXP3 cells, JC-1 efflux, flow cytometry; inhibition, % at 6.6 µM; AID 1325;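 active = inhibition above 80%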;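 note: 0% = DMSO and 100% = nicardipine control wells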
Target sequence (Q9UNQ0 whole entry, looked up): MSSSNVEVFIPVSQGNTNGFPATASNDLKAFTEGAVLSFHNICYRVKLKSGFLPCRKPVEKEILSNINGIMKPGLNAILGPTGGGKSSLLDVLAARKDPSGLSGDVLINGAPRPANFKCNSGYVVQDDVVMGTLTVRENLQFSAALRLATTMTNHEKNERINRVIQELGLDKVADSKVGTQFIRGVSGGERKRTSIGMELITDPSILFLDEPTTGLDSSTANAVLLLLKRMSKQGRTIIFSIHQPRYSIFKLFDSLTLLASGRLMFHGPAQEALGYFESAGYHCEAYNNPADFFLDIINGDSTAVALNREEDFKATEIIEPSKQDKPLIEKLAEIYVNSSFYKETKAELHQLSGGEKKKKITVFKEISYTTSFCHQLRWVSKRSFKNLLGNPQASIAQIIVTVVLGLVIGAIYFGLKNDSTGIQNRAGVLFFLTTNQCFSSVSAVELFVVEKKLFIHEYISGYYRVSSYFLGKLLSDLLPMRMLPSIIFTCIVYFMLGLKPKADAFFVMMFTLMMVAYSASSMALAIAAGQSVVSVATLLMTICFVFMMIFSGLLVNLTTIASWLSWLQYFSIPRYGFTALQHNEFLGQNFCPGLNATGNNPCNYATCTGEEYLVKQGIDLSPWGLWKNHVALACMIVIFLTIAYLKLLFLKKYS
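material = IgMXP3 (ABCG2) plus far-red-tagged CCRF-Adr (ABCB1) cells | amount = 3 million cells/mL, equal mix of both lines | also added = JC-1 transporter substrate | dosing = one concentration, 6.6 µM final | schedule = 10 min at 25 °C | measured by = flow cytometric JC-1 green MFI at 530 nm | read-out basis = percent efflux inhibition, scaled nicardipine 100% to DMSO 0%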
HRas wt GTP – modulators of GTP binding to human HRas wildtype | hit rate 0.14% among 190,000 | P01112 | GTP binding activity, % at 10 µM | GST-Ras wt beads, Bodipy-FL-GTP binding, flow cytometry; actives lie on both sides;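 active = GTP binding activity at least 20% away from the 100% baseline, either lowered as inhibitor or raised as activator; inconclusive = flagged as likely green fluorescent, judged across all proteins in the well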;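 note: 0% = unlabeled GTP competition control and 100% = no-compound control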
Target sequence (P01112 whole entry, looked up): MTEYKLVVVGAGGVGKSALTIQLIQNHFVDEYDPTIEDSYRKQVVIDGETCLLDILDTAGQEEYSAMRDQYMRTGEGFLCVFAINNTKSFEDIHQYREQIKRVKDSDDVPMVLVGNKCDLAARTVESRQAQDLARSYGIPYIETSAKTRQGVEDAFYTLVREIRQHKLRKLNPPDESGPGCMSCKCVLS
Rac1 wt modul – alters GTP binding to wildtype human Rac1. AID 757. GST-Rac1 beads, fluorescent GTP binding, flow cytometry; actives lie on both sides; 0 = cold GTP competed, 100 = untreated. hit rate 0.27% among 190,000. GTP binding activity (% of control), % at 10 µM;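 active = GTP binding activity at least 20 points away from the 100% control level, either lower or higher; inconclusive = compound flagged as likely green fluorescent, judged across all proteins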
Rac1 mut GTP – alters GTP binding to activated mutant human Rac1; P63000; GST-Rac1 activated beads, fluorescent GTP binding, flow cytometry; actives lie on both sides; 100% means binding = to untreated wells; percent activity (GTP binding), % at 10 µM; hit rate 0.11% among 190,000; AID 764;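 active = GTP binding at least 20 percentage points away from the 100% baseline, in either direction, so actives lie on both sides; inconclusive = Compound likely fluorescent itself, or too few beads counted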
Avidin fluor – compound fluoresces at 488/530 nm on avidin beads; hit rate 0.38% among 220,000; AID 1775; compound fluorescence 488/530 nm, flow cytometry; active compounds read high; fluorescence (KMESF) at 10 µM; in the data active = fluorescence above about 47; note: inactives centre near 10
ABCB1 block – inhibitors of human ABCB1 transporter, ABCG2 counter-screen | inhibition, % at 6.6 µM | AID 1326 | P08183 | hit rate 0.067% among 190,000 | CCRF-Adr cells, JC-1 efflux, flow cytometry; in the data active = inhibition above about 40%;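 note: 0% = vehicle and 100% = reference inhibitor; higher value means more JC-1 retained so stronger ABCB1 efflux block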
Cdc42 wt GTP – changes GTP binding to wildtype human Cdc42; GST-Cdc42 beads, Bodipy-GTP binding, flow cytometry; actives lie on both sides; percent activity (GTP binding), % at 10 µM; hit rate 0.2% among 190,000; AID 761;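 active = percent activity GTP binding at least 20 points away from the 100% baseline, either down as inhibitor or up as activator; inconclusive = compound flagged as likely green fluorescent from well-wide comparison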;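 note: median bead fluorescence of bound Bodipy-FL-GTP at 100 nM; 0% = excess unlabeled GTP control and 100% = no compound control; below 100% means less GTP binding so inhibitor and above means activator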
Target sequence (P60953 whole entry, looked up): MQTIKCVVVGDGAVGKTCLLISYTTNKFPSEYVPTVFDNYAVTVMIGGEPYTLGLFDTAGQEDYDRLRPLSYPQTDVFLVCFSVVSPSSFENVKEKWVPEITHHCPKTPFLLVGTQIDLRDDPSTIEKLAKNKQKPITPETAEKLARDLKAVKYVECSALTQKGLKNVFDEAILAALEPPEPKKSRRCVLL
Mcl1-Noxa inh – disrupts binding of human Mcl-1 to Noxa peptide | AID 1022 | inhibition, % at 21.7 µM | TR-FRET Mcl-1/Noxa peptide binding, 2 h | Q07820 | hit rate 1.5% among 220,000;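 active = compounds that cut the protein-peptide binding signal by more than 50% relative to plate controls in a single-dose test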;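 note: His-tagged Mcl-1 with rhodamine Noxa BH3 peptide and terbium anti-His antibody; 0% = Mcl-1 plus Noxa peptide wells and 100% = peptide-only wells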
Rab7 wt GTP bind – alters GTP binding to wildtype dog Rab7 | GST-Rab7 beads, fluorescent GTP binding, flow cytometry; actives lie on both sides; untreated = 100%, excess cold GTP = 0% | GTP binding activity (percent of control), % at 10 µM | hit rate 0.055% among 190,000;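 active = fluorescent GTP binding to Rab7 beads changed by at least 20 points from the 100% baseline, either direction, mostly lower; inconclusive = compound itself probably fluorescent, or too few beads counted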;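 note: median green fluorescence of bound Bodipy-FL-GTP per Rab7 bead population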
Rab2 wt GTP – changes GTP binding to wildtype dog Rab2A, up or down. P61105. GST-Rab2 wt beads, Bodipy-GTP binding, flow cytometry. GTP binding activity, % at 10 µM. hit rate 0.19% among 190,000. AID 760;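 active = GTP binding activity at least 20 points away from 100%, either lowered or raised; inconclusive = signal likely due to the compound's own green fluorescence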;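 note: 0% = beads with excess unlabeled GTP and 100% = no-compound control corrected for plate trend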
Pf gamet viab – P. falciparum stage V gametocyte viability inhibition; P. falciparum stage V gametocytes, ATP luminescence, 24 h; inhibition, % at 10.9 µM; hit rate 0.065% among 150,000;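 active = inhibition above the mean plus 3 SD of compounds within the control limits, set per campaign, cut at about 38% in these data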;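 note: 0% = DMSO wells and 100% = medium only without gametocytes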
* = called active by the depositor; u = inconclusive; x = no result given.

SMILES	ABCG2 block	HRas wt GTP	Rac1 wt modul	Rac1 mut GTP	Avidin fluor	ABCB1 block	Cdc42 wt GTP	Mcl1-Noxa inh	Rab7 wt GTP bind	Rab2 wt GTP	Pf gamet viab
O=C(Nc1ccc(Cl)c(C(F)(F)F)c1)c1ccco1	58.2	101.0	106.0	97.0	15	1.1	100.0	12.2	98.0	99.0	x
CS(=O)c1ccccc1O (stereo not given)	1.1	98.0	95.0	96.0	9	1.1	95.0	-1.1	105.0	100.0	7.1
CCc1nnc(NC(=O)C2CCCN(S(=O)(=O)c3ccc(OC)cc3)C2)s1 (stereo not given)	3.6	99.0	99.0	96.0	11	0.9	97.0	0.4	99.0	96.0	-5.2
COc1cc(OC)cc(OCC(O)Cn2ccnc2)c1 (stereo not given)	10.0	101.0	108.0	99.0	30	0.6	105.0	-21.9	104.0	102.0	x
O=C(c1cn(-c2ccc(Cl)c(Cl)c2)nn1)C1CC1	2.2	94.0	93.0	97.0	26	0.9	93.0	22.3	93.0	94.0	3.2
Cc1ccsc1C(=O)OCC(=O)N1CC(=O)Nc2ccccc21	4.5	102.0	109.0	99.0	12	1.0	104.0	15.4	101.0	100.0	x
O=C(Cn1nnc(-c2ccccc2-n2cnnn2)n1)N1CCCCC1	2.3	101.0	105.0	100.0	6	0.6	100.0	24.0	99.0	100.0	x
Cc1csc(NC(=O)NC2(C(F)(F)F)Oc3ccccc3O2)n1	0.9	98.0	97.0	94.0	22	0.3	96.0	29.9	96.0	93.0	20.6
O=C(CN1CCc2ccccc2C1)N1CCN(S(=O)(=O)c2ccccc2)CC1	3.9	95.0	93.0	91.0	12	2.6	95.0	-7.0	92.0	93.0	x
COc1ccc(N2C(=O)C(Cc3ccccc3)NC2=S)cc1 (stereo not given)	4.8	96.0	99.0	97.0	13	1.0	98.0	5.0	98.0	97.0	17.2
Cc1cc(NS(=O)(=O)c2ccc(NC(=O)COc3ccccc3C(C)C)cc2)no1	0.6	98.0	99.0	96.0	7	-0.1	101.0	-8.5	98.0	99.0	x
Cc1cc2cc(CN(CCN(C)C)C(=S)NCc3ccco3)c(=O)[nH]c2cc1C	-0.9	96.0	95.0	96.0	7	0.1	95.0	-1.6	101.0	95.0	-26.4
O=C(c1cc([N+](=O)[O-])ccc1N1CCOCC1)N1CCOCC1	13.8	101.0	100.0	98.0	1	0.8	100.0	-1.2	99.0	98.0	4.7
O=C(CCl)NCCCCCCCCCNC(=O)CCl	-0.2	101.0	102.0	97.0	0	0.1	97.0	6.9	102.0	101.0	x
CCCCn1c(=O)[nH]c(=O)c2c1nc(-c1ccc(-c3ccccc3Br)o1)n2CC	-0.9	91.0	89.0	90.0	24	-0.4	89.0	55.4*	89.0	91.0	x
O=C(Nc1cc(=O)c2ccccc2o1)N1CCOCC1	3.0	103.0	105.0	101.0	7	2.6	102.0	6.9	99.0	101.0	x
Cc1nc(NCc2ccco2)c2c3c(sc2n1)CCC3	5.5	97.0	94.0	94.0	18	1.3	96.0	10.5	92.0	96.0	10.3
CCOC(=O)C1CCCN(S(=O)(=O)c2ccc(OC)c3ccccc23)C1 (stereo not given)	2.7	98.0	94.0	96.0	6	0.9	96.0	13.9	98.0	98.0	-21.9
O=C(COC(=O)C1CCN(S(=O)(=O)c2cc([N+](=O)[O-])ccc2Cl)CC1)Nc1ncc(Cl)cc1Cl	4.9	94.0	92.0	95.0	7	0.9	93.0	69.1*	91.0	92.0	4.4
Cc1c(=O)n(OCc2ccc(Cl)cc2)c2ccccc2[n+]1[O-]	0.5	88.0	92.0	91.0	7	0.1	94.0	6.0	93.0	90.0	x
Nn1cnnc1SC1CCCCC1NS(=O)(=O)c1ccccc1 (stereo not given)	0.9	103.0	109.0	101.0	7	0.3	104.0	-6.7	99.0	102.0	x
Cc1ccc(NC(=S)NNC(=O)c2c([N+](=O)[O-])c(C)nn2C)cc1	0.4	103.0	104.0	103.0	9	0.1	107.0	8.0	99.0	101.0	x
Cc1sccc1/C=N/NC(=O)c1cccc2ccccc12	1.0	97.0	106.0	101.0	3	0.0	98.0	91.9*	98.0	97.0	x
CCCN1C2=NCCN2c2cc(C)c(C)cc21	2.0	100.0	96.0	97.0	12	0.3	96.0	1.3	98.0	101.0	x
Brc1ccc(OCc2nnc(SCC3CCCCC3)o2)cc1	1.6	94.0	94.0	91.0	2	0.2	90.0	10.4	96.0	91.0	29.1

Other records:
SMILES	ABCG2 block	HRas wt GTP	Rac1 wt modul	Rac1 mut GTP	Avidin fluor	ABCB1 block	Cdc42 wt GTP	Mcl1-Noxa inh	Rab7 wt GTP bind	Rab2 wt GTP	Pf gamet viab
CCn1c(-c2cc(-c3ccc(OC(C)C)cc3)nc3ccccc23)n[nH]c1=S	1.3	100.0	103.0	98.0	32	-0.1	102.0	0.9	97.0	98.0	x
Nc1ncc2c(n1)-c1cc(Cl)ccc1SC2	9.3	91.0	93.0	92.0	4	1.1	96.0	6.8	94.0	93.0	x
Cc1nnc(SCC(=O)Nc2ccc3c(c2)OCO3)n(N)c1=O	7.8	98.0	99.0	99.0	6	0.4	98.0	-2.1	103.0	99.0	-21.6
Cc1cccc(Cn2c(C(C)O)nc3ccccc32)c1 (stereo not given)	1.1	95.0	100.0	96.0	10	0.6	98.0	-25.0	95.0	94.0	-15.2
CCC(=O)N1CCc2cc(S(=O)(=O)NCCC(=O)N3CCN(Cc4ccccc4)CC3)ccc21	1.1	98.0	97.0	95.0	15	0.3	98.0	8.6	98.0	95.0	6.4
Cc1noc(/C=C/N(C)C)c1S(=O)(=O)N1CCN(c2ccccc2)CC1	0.9	103.0	107.0	100.0	7	-0.2	98.0	23.4	101.0	102.0	x
COc1cc2ncnc(NCc3ccccc3)c2cc1OC	15.7	101.0	103.0	98.0	34	0.9	101.0	-4.9	97.0	102.0	-17.0
CCCCOc1cccc(OCC(=O)Nc2nc3ccccc3[nH]2)c1	-0.4	99.0	101.0	95.0	6	-0.7	97.0	14.2	93.0	95.0	-5.7
CCCc1cc(=O)n2[nH]c(-c3ccc(Br)cc3)cc2n1	53.0	102.0	107.0	99.0	38	0.9	103.0	27.3	99.0	102.0	-8.2
O=C(CN1CCN(S(=O)(=O)c2ccccc2)CC1)Nc1cccc(C(F)(F)F)c1	9.7	101.0	102.0	98.0	11	2.0	99.0	16.2	98.0	101.0	x
Cc1ccccc1OC(=O)n1c(=S)oc2cc(Cl)ccc21	-1.2	97.0	99.0	97.0	6	-0.2	98.0	2.9	100.0	97.0	x
COc1ccc(CN2CCN(S(=O)(=O)c3ccccc3)CC2)c(OC)c1	-0.6	100.0	100.0	96.0	8	0.0	96.0	27.1	100.0	99.0	25.4
COc1cc(/C=C\C(=O)NCc2ccc3c(c2)cc(C)n3C)cc(OC)c1OC	9.8	98.0	101.0	98.0	6	2.2	97.0	7.9	99.0	99.0	x
Cc1cccc(CN2CCSc3sccc3C2=O)c1	6.6	94.0	96.0	96.0	7	1.1	95.0	14.7	96.0	95.0	14.1
COC(=O)C1=C(C(=O)OC)C(c2ccc(OC)c(OC)c2)c2sc(=O)[nH]c2S1 (stereo not given)	5.0	93.0	96.0	95.0	10	0.2	94.0	7.5	93.0	93.0	15.3
O=C1c2ccccc2C(=O)N1/N=C/c1ccc(O)c(O)c1	2.9	102.0	101.0	100.0	2	0.2	98.0	71.6*	97.0	97.0	x
COc1ccc(OC)c(Nc2nc(-c3sc(NC(=O)c4ccccc4)nc3C)cs2)c1	5.7	97.0	99.0	97.0	18	0.7	96.0	29.1	97.0	99.0	x
Cc1cccc(N2CC(O)(c3cccs3)[N+]3=C2CCCC3)c1C (stereo not given)	1.0	96.0	102.0	94.0	8	0.1	92.0	7.9	106.0	96.0	16.0
O=C(NCc1ccccn1)c1coc(=O)c(Br)c1	2.0	100.0	99.0	98.0	35	0.2	101.0	5.4	101.0	100.0	x
COC(=O)Nc1ccc(S(=O)(=O)N2CCCC(C(=O)NC3CCCCC3)C2)cc1 (stereo not given)	1.2	100.0	99.0	96.0	5	0.7	97.0	-1.2	107.0	104.0	17.4
CN(C)C(=O)CSc1nnc(-c2cnccn2)n1C	-0.7	100.0	102.0	102.0	4	-0.1	100.0	-12.7	96.0	100.0	-23.6
CCOC(=O)N1CCN(Cc2nc(N)nc(Nc3ccc(C)cc3)n2)CC1	2.7	95.0	94.0	94.0	40	0.3	96.0	17.5	99.0	98.0	1.1
COCCSc1ccccc1C(=O)Nc1ccncc1	2.9	100.0	96.0	98.0	11	0.8	99.0	1.4	103.0	99.0	-30.9
Cc1cc2c(c(=O)n1CCc1ccccc1)C(C(C)C)C(C#N)=C(N)O2 (stereo not given)	2.9	102.0	104.0	100.0	3	0.3	102.0	13.1	99.0	101.0	21.7
Cc1cccc(-c2nnc3n2N=C(c2ccccc2)CS3)c1	0.5	95.0	100.0	96.0	5	0.2	88.0	-19.4	92.0	94.0	3.6

(further entries)
SMILES	ABCG2 block	HRas wt GTP	Rac1 wt modul	Rac1 mut GTP	Avidin fluor	ABCB1 block	Cdc42 wt GTP	Mcl1-Noxa inh	Rab7 wt GTP bind	Rab2 wt GTP	Pf gamet viab
COc1ccc(S(=O)(=O)N2CCc3ccccc32)cc1C(=O)NCCc1ccccn1	13.3	107.0	106.0	100.0	9	0.9	99.0	4.0	108.0	106.0	-6.9
CC(=O)Nc1ccc(NC2=C(Cl)C(=O)c3ccccc3C2=O)cc1	-0.7	u	u	u	13	-0.2	u	39.9	u	u	-9.8
CCOC(=O)c1cnn(-c2ccccc2)c1-n1cccc1C(=O)C(=O)Nc1ccc(F)cc1	2.0	97.0	96.0	97.0	28	0.4	97.0	-2.6	95.0	95.0	-38.8
COc1ccc(C(=O)NN2C(=O)C3CCC(C)(C2=O)C3(C)C)cc1 (stereo not given)	1.9	97.0	94.0	96.0	9	0.7	99.0	x	95.0	97.0	x
CCn1c(CCc2nc3ccccc3[nH]2)n[nH]c1=S	-2.5	98.0	101.0	96.0	8	-1.4	96.0	15.6	109.0	100.0	-12.3
CCOCC(=O)Nc1cc(-c2cn3cccnc3n2)ccc1C	1.7	96.0	95.0	93.0	32	0.2	100.0	10.6	94.0	94.0	x
Cc1cc(C(=O)CSc2n[nH]c(N)n2)c(C)n1-c1ccc(F)cc1	0.9	98.0	101.0	95.0	3	-0.5	96.0	-4.8	96.0	98.0	7.6

Screening results as filed in PubChem BioAssay.
